PP5 inh – blocks human protein phosphatase 5 activity; P53041; purified PP5c, OMFP substrate fluorescence; inhibition, % at 6.7 µM; hit rate 0.18% among 320,000;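 active = inhibition above the campaign's mean inhibition across all tested compounds plus 3 SD, cut at about 9.5% in these data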;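 also: 0% = DMSO only and 100% = 100 µM cantharidin control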
PP1 inh – PP1-alpha (human) inhibition in PP5 counter-screen | P62136 | purified PP1alpha, OMFP fluorescence | inhibition, % at 6.7 µM | hit rate 0.9% among 320,000;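 active = inhibition above the mean inhibition of all tested compounds plus 3 SD, computed separately for each screening campaign, cut at about 15% in these data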
Target sequence (P62136 whole entry, looked up): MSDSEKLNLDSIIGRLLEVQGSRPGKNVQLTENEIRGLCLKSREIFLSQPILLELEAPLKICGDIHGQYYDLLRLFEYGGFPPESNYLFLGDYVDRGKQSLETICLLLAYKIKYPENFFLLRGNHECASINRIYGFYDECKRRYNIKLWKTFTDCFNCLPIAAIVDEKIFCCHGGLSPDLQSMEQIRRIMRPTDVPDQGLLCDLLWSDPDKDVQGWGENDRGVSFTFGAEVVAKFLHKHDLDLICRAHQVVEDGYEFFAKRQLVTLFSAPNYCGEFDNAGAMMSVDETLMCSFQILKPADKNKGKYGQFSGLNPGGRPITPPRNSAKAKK
JMJD2C inh – inhibitors of human GASC-1 (JMJD2C) demethylase | Q9H3R0 | GST-JMJD2C(1-420) H3K9me3 demethylation, DELFIA europium | inhibition, % at 2.35 µM | hit rate 0.069% among 330,000 | AID 2099;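 active = more than half of a compound's replicate wells show inhibition beyond 50%, single wells judged on their own value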;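 also: signal counts dimethyl H3K9 product captured on neutravidin plate; 0% = median of DMSO wells and 100% = 0.3 times that DMSO median; strong numbers were not always called active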
Target sequence (Q9H3R0 1-420 limits assumed): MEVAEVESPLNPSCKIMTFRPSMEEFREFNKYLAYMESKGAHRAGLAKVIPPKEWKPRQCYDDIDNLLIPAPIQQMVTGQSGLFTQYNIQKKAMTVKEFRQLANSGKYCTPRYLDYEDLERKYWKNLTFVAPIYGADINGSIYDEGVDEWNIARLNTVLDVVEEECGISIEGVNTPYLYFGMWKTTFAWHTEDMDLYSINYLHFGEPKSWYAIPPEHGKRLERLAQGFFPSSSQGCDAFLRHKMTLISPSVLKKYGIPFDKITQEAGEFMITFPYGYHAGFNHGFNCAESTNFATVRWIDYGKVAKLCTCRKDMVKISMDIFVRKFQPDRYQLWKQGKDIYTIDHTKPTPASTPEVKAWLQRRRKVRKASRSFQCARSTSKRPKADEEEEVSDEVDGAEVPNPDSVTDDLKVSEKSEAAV
TPT1 inh – blocks Candida albicans tRNA 2'-phosphotransferase; recombinant caTPT1, FP RNA substrate dephosphorylation; inhibition, % at 5 µM; hit rate 0.81% among 300,000; AID 1962;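 active = inhibition above the mean of all tested compounds plus 3 SD, set per screening campaign, cut at about 24% in these data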;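 also: plate controls were DMSO alone for no effect and ferristatin control at 100 nM for full effect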
PREPL inh – inhibitors of human prolyl oligopeptidase-like enzyme PREPL; Q4J6C6; inhibition, % at 5.96 µM; hit rate 0.68% among 320,000; recombinant PREPL, fluorescence polarization activity-based probe; in the data active = inhibition above about 43%;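 also: 0% = enzyme with DMSO and 100% = wells lacking enzyme; many of its hits are not listed in these tables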
HCV core dimer – HCV core protein dimerization inhibition; inhibition, % at 5 µM; hit rate 0.33% among 300,000; TR-FRET GST/Flag-core106 dimerization, 1536-well;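 active = inhibition above the mean of all tested compounds plus 3 SD, set per screening campaign, cut at about 45% in these data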
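assay system = GST-tagged and Flag-tagged HCV core protein residues 1-106 | controls = unlabelled core106 and no-GST-core106 wells | incubation = compound-protein-antibody incubation 4 h at 22.5 °C | probe or stimulus = Eu donor and XL665 acceptor anti-tag antibodies | read-out = % inhibition based on acceptor/donor emission ratio | signal = TR-FRET 671 and 617 nm emission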
LYPLA2 counter – blocks human lysophospholipase 2, a PME1 counter-screen. hit rate 0.38% among 320,000. inhibition, % at 5.9 µM. recombinant LYPLA2, FP-Rh probe fluorescence polarization;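 active = inhibition above the screen-wide mean plus 3 SD, limit set per campaign, cut at about 26% in these data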;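 also: 0% = LYPLA2 with DMSO and 100% = wells lacking LYPLA2 enzyme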
Target sequence (O95372 whole entry, looked up): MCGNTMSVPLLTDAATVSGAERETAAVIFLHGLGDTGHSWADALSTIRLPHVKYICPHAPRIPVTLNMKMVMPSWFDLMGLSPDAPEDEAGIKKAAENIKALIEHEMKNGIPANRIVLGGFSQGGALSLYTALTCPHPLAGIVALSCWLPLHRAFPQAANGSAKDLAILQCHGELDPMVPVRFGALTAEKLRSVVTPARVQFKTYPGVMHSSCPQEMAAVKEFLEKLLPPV
Efflux pump inh – blocks antifungal efflux pumps in multiplex yeast assay; hit rate 0.44% among 330,000; inhibition, % at 10 µM; S. cerevisiae Candida pump triplex, Nile Red efflux;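 active = plate passing quality check with inhibition over a set limit, or well fluorescence over plate mean plus 4 SD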;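 also: Nile Red retained in pooled yeast measured as flow cytometry median fluorescence; 0% = buffer negative control and 100% = Enniatin B positive control; higher means more Nile Red kept so more efflux inhibition; some compounds called inactive have numbers as strong as hits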
CTSL1 counter – blocks F. hepatica cathepsin L1 in PFM18AAP counter-screen | hit rate 0.49% among 300,000 | recombinant F. hepatica cathepsin L1, Z-Leu-Arg-MCA fluorescence | AID 1906 | inhibition, % at 5.96 µM;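 active = inhibition above the mean of all tested compounds plus 3 SD, set per screening campaign, cut at about 17% in these data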;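 also: 0% = plate median of test compound wells and 100% = 1 µM Z-Phe-Ala-diazomethylketone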
Starred values were filed as active, the others as inactive; nt = not tested or not shown; & = joins results of further samples. An excerpt; rates above refer to the full screens.

1: O=C(c1cccc([N+](=O)[O-])c1)N1CCCC(C(=O)N2CCc3ccccc3C2)C1 (configuration not stated)
2: COc1ccc(CCNC(=O)c2ccc3ccccc3n2)cc1
3: Cc1ccc(-n2c(C)nnc2SCC(=O)N2CCc3ccccc3C2)cc1C
4: Clc1ccc(-c2cccs2)nn1
5: COC(=O)c1ccccc1S(=O)(=O)N1CCC(C(=O)NC2CCCCC2C)CC1 (configuration not stated)
6: O=C(CSc1cccs1)NCCc1ccccc1
7: COc1ccc(NC(=O)CN2CCC(n3c(C)nc4cc(F)ccc43)CC2)c(OC)c1
8: CCOC(=O)Cc1ccc(NC(=O)c2ccc([N+](=O)[O-])cc2)cc1
9: O=C(c1ccccc1)C1C(c2ccccc2)C1[N+](=O)[O-] (configuration not stated)
10: Cc1c(C(=S)Nc2ccccc2)cnn1-c1ccc([N+](=O)[O-])cc1

Compound	1	2	3	4	5	6	7	8	9	10
HCV core dimer	-5	3	7	-6	nt	1	-4	0	-5	-1
TPT1 inh	0	2	-2	0	nt	-1	-3	-3	0	3
Efflux pump inh	0.1	0.0	0.0	0.0	0.0	0.0	0.1	0.1	-0.1	0.2
PP1 inh	3	2	-1	4	-3	-3	-2	-6	1	-5
CTSL1 counter	-3	4	1	-2	nt	3	1	0	-1	0
LYPLA2 counter	8	-5	0	-2	1	6	2	8	-3	-2
JMJD2C inh	13	1	7	8	3	-5	10	-5	5	4
PP5 inh	2.5	-0.1	1.4	1.2	1.8	0.3	4.7	-1.3	-2.5	1.1
PREPL inh	26	-9	6	-2	-2	-5	4	9	2	6

11: Nc1nc(-c2ccc3c(c2)CCO3)cs1
12: COc1ccccc1-n1c(-c2ccco2)n[nH]c1=S
13: O=C(NC1C=CS(=O)(=O)C1)c1ccccc1 (configuration not stated)
14: CCn1c(SC(=O)NC2CCCCC2)nnc1-c1cccs1
15: O=C(NCc1ccco1)NC(=O)c1csc([N+](=O)[O-])c1
16: O=C(COC(=O)C12CC3CC(CC(C3)C1)C2)Nc1ccc([N+](=O)[O-])cc1Cl
17: COc1ccc(CN2C(=O)c3cccnc3C2=O)cc1S(=O)(=O)N1CCCCC1
18: CCc1nc(SCC(=O)NC2CCCC2)c2oc3ccccc3c2n1
19: O=C(CCn1c(=O)c2ccccc2n(Cc2cccnc2)c1=O)NCc1ccc2c(c1)OCO2
20: COc1ccccc1N1CCN(CCCOc2ccc(F)cc2)CC1

Compound	11	12	13	14	15	16	17	18	19	20
HCV core dimer	4	-1	7	-3	3	3	-4	-2	-5	-2
TPT1 inh	-1	2	0	-2	1	-2	-1	2	-3	-1
Efflux pump inh	-0.1	0.1	-0.1	-0.1	-0.1	-0.1	-0.1	0.1	-0.1	0.1
PP1 inh	-2	3	-4	-3	-5	2	2	1	-4	-4
CTSL1 counter	3	-1	4	55*	4	2	-7	-4	0	-1
LYPLA2 counter	5	-4	4	-1	1	-4	0	1	7	4
JMJD2C inh	-2	0	-19	-5	15	-6	-5	14	8	27
PP5 inh	0.6	0.8	-1.2	1.0	1.0	3.7	0.6	4.2	-0.7	0.8
PREPL inh	2	-9	-2	7	9	12	16	-2	-6	8

21: Cc1ccc([N+](=O)[O-])cc1NC(=O)c1ccc(CSc2ccccc2)cc1
22: O=C(NCc1ccc(Cl)cc1)c1cc(=O)[nH]c2ccc(S(=O)(=O)N3CCOCC3)cc12
23: CCC(=O)c1ccc(OC)c(OC)c1O
24: COc1ccccc1NC(=O)C1CCCN1C(=O)NCc1ccccc1 (configuration not stated)
25: CC1=CC(C)[C@H](/C=N/n2c(=O)[nH]c3c([nH]c4ccc(C)cc43)c2=O)C(C)C1 (some centres not stated)
26: COc1ccc(NC(=O)CN(C)C(=O)c2cccc(S(=O)(=O)N3CC4(C)CC3CC(C)(C)C4)c2)cc1 (configuration not stated)
27: CCOC(=O)c1c(NC(=O)COC(=O)/C=C/c2ccco2)sc2c1CC(C)(C)NC2(C)C
28: O=C(CCCN1C(=O)c2ccccc2C1=O)NCC1CCCO1 (configuration not stated)
29: CC(NC(=O)COc1cccnc1[N+](=O)[O-])c1ccc(Cl)cc1Cl (configuration not stated)
30: CN(C)CCCOC(=O)COc1ccc(C(C)(C)C)cc1

Compound	21	22	23	24	25	26	27	28	29	30
HCV core dimer	-3	-3	-3	-3	7	0	2	1	0	2
TPT1 inh	0	0	-5	1	2	-1	1	0	-2	-1
Efflux pump inh	-0.1	0.0	-0.2	-0.1	0.5	0.0	0.2	0.1	0.0	0.0
PP1 inh	5	0	-1	-1	0	0	-1	-3	1	-2
CTSL1 counter	-3	5	-1	0	1	-8	-3	3	-2	-2
LYPLA2 counter	-5	1	6	8	-10	3	9	3	-1	4
JMJD2C inh	2	2	-17	-7	-15	2	-4	-5	4	-11
PP5 inh	4.2	0.3	0.7	0.9	-2.8	1.2	1.2	-0.8	-0.5	0.3
PREPL inh	5	-3	13	2	4	15	29	13	-1	-4

31: CCN(CC)C(=O)Cn1nc(-c2ccccc2O)nc1SCC(=O)Nc1ccc(OC)cc1
32: Cc1ccc(Cn2nc(C)cc2C(=O)Nc2ccc(Cl)cc2)cc1
33: COc1cc(OC)cc(-c2nnc(NC(=O)CCS(=O)(=O)c3ccccc3)o2)c1
34: Cc1ccc(OCC(=O)NNC(=S)NC(=O)C(C)(C)C)c(Br)c1
35: COc1ccccc1CCNC(=O)c1ccc(Br)s1
36: COc1cccc(NC(=O)c2ccc(N3C(=O)C4CC=CCC4C3=O)cc2)c1 (configuration not stated)
37: COc1ccc(NC(=O)CSc2ccc([N+](=O)[O-])cc2)cc1S(=O)(=O)N1CCOCC1
38: COC(=O)CCC(=O)Nc1ccc(S(=O)(=O)N2CCCCCC2)cc1
39: CCOC(=O)C1CCN(CCC(=O)Nc2ccc(C)cc2)CC1
40: O=C(CNC(=O)c1cccs1)OCc1ccc(Cl)cc1

Compound	31	32	33	34	35	36	37	38	39	40
HCV core dimer	3	2	0	1	-3	0	nt	-5	0	6
TPT1 inh	0	-1	1	-2	-5	-1	nt	-1	0	-3
Efflux pump inh	0.0	0.0	-0.3	0.0	0.1	0.0	0.2	0.0	0.1	0.0
PP1 inh	-2	-1	0	-2	0	-2	-4	-2	-1	-5
CTSL1 counter	-4	-1	12	-2	2	1	nt	-5	1	-20
LYPLA2 counter	-2	-24	3	0	-3	-3	-4	5	7	-2
JMJD2C inh	-7&2	-6	-9	11	5	-14	nt	7	7	-32
PP5 inh	2.9	2.6	1.9	-0.8	1.2	3.0	0.4	2.3	0.6	0.1
PREPL inh	8	-21	-10	4	3	6	7	-13	-4	-10

41: CCN(CC)c1ccc2cc(C#N)c(=O)oc2c1
42: COc1ccccc1CC(=O)Nc1ccc(-c2noc(COc3ccc(Br)cc3)n2)cc1
43: Cc1nc(SCc2c(F)cccc2Cl)c2c(=O)n(C)c(=O)n(C)c2n1
44: c1ccc(OCCCn2nnc(-c3cccnc3)n2)cc1
45: O=C(CCCOc1ccccc1)Nc1nc2ccccc2[nH]1
46: CC(CCc1ccccc1)NC(=O)COC(=O)c1cccc(N(C)C)c1 (configuration not stated)
47: Cc1ccc(-c2cc(C(F)F)n3ncc(C(=O)NN4CCCCC4)c3n2)cc1
48: CCc1ccc(S(=O)(=O)/N=C2\C=CC(=O)c3ccccc32)cc1
49: COc1ccc(OCCn2nnc(-c3ccc(Cl)cc3)n2)cc1
50: Cc1cccc2c1NC(=O)C21OCC(CO)([N+](=O)[O-])CO1 (configuration not stated)

Compound	41	42	43	44	45	46	47	48	49	50
HCV core dimer	-6	0	22	-5	-2	0	6	32	-1	-4
TPT1 inh	46*	-1	-4	1	5	-4	1	-3	-2	-2
Efflux pump inh	0.0	0.0	0.0	-0.1	-0.1	0.2	0.2	-0.1	0.1	0.1
PP1 inh	0	3	0	-1	-5	2	-2	5	-1	1
CTSL1 counter	3	0	-1	-1	1	-1	-2	-2	-3	-4
LYPLA2 counter	-1	-5	0	3	-2	3	-3	-12	-4	2
JMJD2C inh	44	0	-6	4	0	32	-3	12	2	1
PP5 inh	1.3	2.8	0.8	-0.7	1.2	2.4	2.2	1.5	2.6	1.2
PREPL inh	-8	1	-41	1	-18	-1	9	28	-13	-8

51: O=C(CCc1ccc(O)c(O)c1)NNC(=S)NCCc1ccccc1
52: O=C(N/N=C/c1cccnc1)c1ccc(O)cc1
53: CC(C)Cc1nc2oc3c(NCC(C)O)ncnc3c2c2c1CCCC2 (configuration not stated)
54: COCCOC(=O)c1c(C)oc2ccc(OC(=O)COc3c(F)c(F)c(F)c(F)c3F)cc12
55: Cc1cccc(-n2nc3c(c2NC(=O)c2ccco2)CSC3)c1C
56: COc1c2ccoc2nc2c(OC)cccc12
57: Clc1ccc(C2=Nc3cc(Cl)ccc3OC2)cc1
58: CCOC(=O)c1nnsc1Nc1ccc(C)c(C)c1
59: CCCC(c1nnnn1Cc1cccs1)N1CCN(c2ccc(OC)cc2)CC1 (configuration not stated)
60: COc1ccc(N=Cc2[nH]c3ccccc3c2O)cc1

Compound	51	52	53	54	55	56	57	58	59	60
HCV core dimer	-5	3	-5	-1	49*	1	-5	3	1	-27
TPT1 inh	0	-3	-5	-2	3	1	2	2	0	21
Efflux pump inh	-0.7	0.0	0.0	0.3	-0.1	-0.1	0.1	-0.1	0.1	0.0
PP1 inh	-1	1	-1	1	13	-1	-5	-1	8	1
CTSL1 counter	14	-12	0	-14	1	0	2	1	-1	4
LYPLA2 counter	1	-1	1	6	-4	3	-5	1	-1	0
JMJD2C inh	-23	-2	1	27&-4	3	3	0	-16	39	15
PP5 inh	0.1	-1.1	-0.6	1.6	1.1	0.0	5.5	-2.9	0.9	3.8
PREPL inh	-2	5	1	-10	-7	-10	17	-13	8	6

Four compounds picked at random from the list so far, as already listed:
18: CCc1nc(SCC(=O)NC2CCCC2)c2oc3ccccc3c2n1
49: COc1ccc(OCCn2nnc(-c3ccc(Cl)cc3)n2)cc1
56: COc1c2ccoc2nc2c(OC)cccc12
1: O=C(c1cccc([N+](=O)[O-])c1)N1CCCC(C(=O)N2CCc3ccccc3C2)C1 (configuration not stated)

Compound	18	49	56	1
HCV core dimer	-2	-1	1	-5
TPT1 inh	2	-2	1	0
Efflux pump inh	0.1	0.1	-0.1	0.1
PP1 inh	1	-1	-1	3
CTSL1 counter	-4	-3	0	-3
LYPLA2 counter	1	-4	3	8
JMJD2C inh	14	2	3	13
PP5 inh	4.2	2.6	0.0	2.5
PREPL inh	-2	-13	-10	26

The listing continues:
61: COc1ccc(-n2cnnc2SCc2csc(-c3ccccc3)n2)cc1
62: O=C(COC(=O)c1cc(-c2cccs2)nn1-c1ccccc1)Nc1ccc(Cl)c([N+](=O)[O-])c1
63: CS(=O)(=O)Nc1ccc2c(c1)C(=O)OC2
64: N/C(=N\OC(=O)Cc1ccc(-c2ccccc2)cc1)c1ccccn1

Compound	61	62	63	64
HCV core dimer	-3	0	6	1
TPT1 inh	2	-1	0	0
Efflux pump inh	0.0	0.0	0.0	0.0
PP1 inh	-4	5	-7	-2
CTSL1 counter	1	-2	-1	-2
LYPLA2 counter	4	-37	-4	3
JMJD2C inh	13	2	2	4
PP5 inh	0.9	-0.5	1.2	3.3
PREPL inh	-3	-8	-5	16
